Screening results: PubChem BioAssay, several laboratories
SMARCA2 act = SMARCA2 (BRM) function activators, primary screen, cell-based, luminescence, high throughput; 370,000 tested, 1% active; MG213 cells, MMTV-luciferase reporter, dexamethasone, overnight; activation, % at 9.1 µM; in the data active means activation above about 7.8%;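 further: 0% = vehicle wells and 100% = reference activator wells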
hcDAF12 agonist = H. contortus DAF-12 nuclear receptor activators, primary screen, cell-based, luminescence, HEK293, lit1-tk-luc reporter; HEK293 hcDAF-12 lit1-tk-luc reporter; 0% DMSO, 100% Δ7-dafachronic acid; activation, % at 6.8 µM; 370,000 tested, 1.4% active; AID 652067, 2013;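 active means activation above the mean of all tested compounds plus 3 SD, cut at about 5.5% in these data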;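 further: 100% = response to 3 µM Δ7-dafachronic acid high control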
GAA850 FXN act = FXN promoter activators, primary screen, cell-based, luciferase luminescence, HEK293 lucGAA850 | HEK293 lucGAA850 FXN promoter luciferase reporter, 24 h; percent of 10 µM SAHA response | activation, % at 6 µM | 360,000 tested, 0.56% active;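 active means activation above the average of all compounds screened plus 3 SD, cutoff fixed separately per campaign, cut at about 7.5% in these data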;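 further: 0% = DMSO wells and 100% = 10 µM SAHA wells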
hgDAF12 agonist = H. glycines DAF-12 receptor agonists, primary screen, cell-based, luminescence, HEK293, GAL4 fusion, UAS-luciferase; Nuclear hormone receptor DAF-12 (Heterodera glycines), GAL4 fusion; HEK293 GAL4-hgDAF12 UAS-luciferase reporter, agonist luminescence; normalized to butyrate control; activation, % at 6.8 µM; 370,000 tested, 1.8% active;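 active means activation above a cutoff set at the mean of all screened compounds plus 3 SD, cut at about 10% in these data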;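 further: 0% = DMSO wells and 100% = sodium butyrate wells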
DAX1 inh-1 = DAX1 (NR0B1) inhibitors, primary screen, cell-based, HEK293, Gal4-DAX1, luciferase luminescence. Nuclear receptor subfamily 0 group B member 1 (Homo sapiens), P51843. HEK293 Gal4-DAX1 luciferase reporter. inhibition, % at 6.75 µM. 340,000 tested, 0.99% active. AID 504766, 2011;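 active means inhibition above the mean over all tested compounds plus 3 SD, cut at about 4.2% in these data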;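 further: 0% = DAX1-transfected cells with DMSO and 100% = empty-vector control cells with DMSO; inhibition shows as a rise in luminescence from relieved DAX1 repression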
Target sequence (P51843 207-470 limits assumed): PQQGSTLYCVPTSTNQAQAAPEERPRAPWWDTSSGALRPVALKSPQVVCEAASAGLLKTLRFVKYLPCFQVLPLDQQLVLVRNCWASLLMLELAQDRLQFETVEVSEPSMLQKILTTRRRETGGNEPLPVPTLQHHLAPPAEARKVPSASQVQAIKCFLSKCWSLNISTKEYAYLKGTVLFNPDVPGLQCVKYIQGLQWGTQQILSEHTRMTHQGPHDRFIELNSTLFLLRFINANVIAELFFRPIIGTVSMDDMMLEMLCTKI
sPLA2-III inh = human group III sPLA2 inhibitors, primary screen, biochemical, QFRET, BODIPY PC-A2 liposome substrate; Group 3 secretory phospholipase A2 (Homo sapiens), Q9NZ20; QFRET BODIPY PC-A2 liposome hydrolysis, fluorescence; 370,000 tested, 0.56% active; inhibition, % at 12.2 µM;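 active means inhibition above mean plus 3 SD of compounds lying within the high and low control bounds, cut at about 19% in these data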;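 further: 0% = median of test compound wells and 100% = no enzyme DMSO wells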
ssDAF12 agonist = S. stercoralis DAF-12 nuclear receptor activators, primary screen, cell-based, luminescence, HEK293, GRIP1 co-expression, lit1-tk-luc; 370,000 tested, 1% active; HEK293 ssDAF-12/GRIP1 lit1-tk-luc reporter; % of 3 µM dafachronic acid response; activation, % at 6.8 µM; Nuclear hormone receptor DAF-12 (Strongyloides stercoralis);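 active means activation above the mean over all tested compounds plus 3 SD, cut at about 0.9% in these data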;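 further: 0% = DMSO-only wells and 100% = 3 µM delta7-dafachronic acid wells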
proKLK7 act = proKLK7 zymogen activators, primary screen, biochemical, fluorescence intensity | purified proKLK7, EDANS-DABCYL substrate fluorescence; 100% is mature enzyme control, 0% vehicle | activation, % at 7 µM | 370,000 tested, 0.9% active | AID 652039, 2013;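 active means activation above the mean of all tested compounds plus 3 SD, computed per campaign excluding outliers beyond control limits, cut at about 13% in these data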
Target sequence (P49862 whole entry, looked up): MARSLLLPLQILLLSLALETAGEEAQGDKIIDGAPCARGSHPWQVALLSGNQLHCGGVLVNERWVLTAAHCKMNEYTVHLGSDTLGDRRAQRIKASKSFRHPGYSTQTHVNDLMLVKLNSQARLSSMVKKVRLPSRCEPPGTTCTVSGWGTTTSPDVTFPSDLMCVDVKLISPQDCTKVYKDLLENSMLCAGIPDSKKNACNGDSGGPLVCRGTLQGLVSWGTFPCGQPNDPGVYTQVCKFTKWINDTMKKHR
NPR1 activator = GC-A stimulated cGMP production enhancers – HEK293 GC-A cells, cGMP TR-FRET, EC30 ANP, primary screen; 0% at EC30 ANP, 100% saturating ANP; activation, % at 10 µM; 370,000 tested, 0.14% active; AID 1671463, 2021; in the data active means activation above about 40%
DAX1 inh-2 = DAX1 (NR0B1) inhibitors on StAR promoter, primary screen, cell-based, luminescence, SF-1 (NR5A1), full-length DAX-1; HEK293T StAR-luciferase reporter, SF-1/DAX-1 repression relief; AID 652010, 2013; 370,000 tested, 1.1% active; inhibition, % at 6.8 µM;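 active means inhibition above the mean over all tested compounds plus 3 SD, cut at about 3.6% in these data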;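 further: 0% = DAX-1 cells with DMSO and 100% = cells lacking DAX-1 with DMSO; higher inhibition means more luminescence from relief of DAX-1 repression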
GC-B act = human GC-B receptor activators, primary screen, HEK293 GC-B cells, cGMP TR-FRET, EC30 CNP; activation, % at 10 µM; 370,000 tested, 0.11% active; 0% at EC30 CNP, 100% saturating CNP; AID 1920062, 2024;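 active means activation at 10 µM reaching about 35% in either raw or pattern-adjusted values, limit read from the data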
The depositor's hits bear a star; · = no result given.

SMILES	SMARCA2 act	hcDAF12 agonist	GAA850 FXN act	hgDAF12 agonist	DAX1 inh-1	sPLA2-III inh	ssDAF12 agonist	proKLK7 act	NPR1 activator	DAX1 inh-2	GC-B act
COC(=O)CSc1nc(-c2ccc(C)cc2)c2c(c1C#N)CCCC2	7.5	0.2	0.0	-1.3	1.5	1.4	-0.9	-0.3	7.2	0.0	4.8
Cc1cccc(N2CCN(C(=O)c3ccc4nccnc4c3)CC2C)c1 (stereo not given)	2.7	-1.8	-3.1	1.8	2.5	-7.6	-1.5	-0.8	-1.4	-0.4	6.9
CCOC(=O)CC(NC(=O)c1cccs1)c1ccc(OCC)cc1 (stereo not given)	0.0	-0.7	-1.1	0.2	1.7	1.3	-0.8	0.4	-1.1	-0.2	3.6
OCCC1CN(Cc2cccn2-c2cccnc2)CCN1C1CCCCC1 (stereo not given)	1.4	0.2	0.9	1.9	1.4	-1.1	-0.2	-0.5	0.6	-0.6	2.9
O=C(Cn1cnnn1)Nc1ccccc1Cc1ccccc1	-0.8	-0.4	3.2	0.4	-0.5	-1.0	-1.0	-0.1	-0.3	-0.4	5.2
COc1cc(-c2cccs2)cc(=O)c2c(C)oc(C)c12	-2.0	0.7	2.3	2.4	1.2	-17.5	-1.0	-0.3	-11.6	-0.1	5.9
CCCCCCCCCC(=O)N/N=C(\C)c1cccnc1	-4.5	0.6	-0.6	-0.9	0.9	-2.4	-1.2	-0.1	1.1	-0.2	-2.0
CCc1nc2c(OCCc3cccc(OC)c3)cccn2c1N(C)C(=O)c1ccc(C)cc1	-3.0	-1.9	-1.8	-2.3	·	6.2	-1.6	0.9	5.5	-0.4	9.2
Cc1ccc(S(=O)(=O)Nc2ccc(C(=O)NCCCN3CCOCC3)cc2)cc1[N+](=O)[O-]	-1.0	-1.1	-0.8	-0.2	1.0	4.6	-0.8	0.6	1.2	0.7	-0.4
COc1ccc(-n2cnnc2SCC(=O)NC2CC2)cc1	-4.2	0.0	-2.0	-1.5	1.2	9.7	-1.4	0.5	-3.1	0.7	-7.9
NS(=O)(=O)c1ccccc1	-4.5	-0.4	-0.3	-0.4	-1.1	12.1	-1.2	0.0	1.0	0.0	1.4
CCC[C@H]1[C@@H](NC(=O)c2ccc(Cl)c(C(F)(F)F)c2)CC[C@@]23CCCN2C(=O)CCC[C@@H]13	·	-1.1	·	-2.3	·	-7.2	-2.1	·	-6.6	·	-5.3
CSc1nc(C)c2cc(C)oc2n1	1.9	0.2	-0.3	1.2	-1.2	2.3	-0.7	0.6	-1.9	-0.6	-3.5
Cc1ccc(-c2nnc(Nc3ccc(C(=O)N(C)C)cc3)c3ccccc23)cc1S(=O)(=O)NCC1CCCO1 (stereo not given)	-1.0	-2.5	2.1	-2.6	-1.4	-1.7	-1.5	9.9	4.7	-1.2	-1.5
COC(=O)C1CN(Cc2cn(Cc3ccccc3)nn2)CCS(=O)(=O)N1Cc1ccccc1 (stereo not given)	-1.1	-3.4	·	-1.3	·	-3.0	-1.7	-0.1	0.3	-0.2	4.1
O=C(C1CC2C=CC1C2)N1CCN(c2ccccc2)CC1 (stereo not given)	2.4	-0.1	1.3	-0.1	-3.1	5.7	-1.5	0.3	-2.5	0.4	2.7
C=CCOC1=CS(=O)(=O)N(Cc2ccc(Br)cc2)c2ccc(Br)cc21	-7.0	0.7	2.1	-2.9	-1.2	0.8	-0.5	-1.0	-13.9	-1.7	-6.8
NS(=O)(=O)c1cc(Cl)c(NC(=O)COC(=O)c2ccccn2)c(Cl)c1	-3.4	0.3	-0.3	0.8	0.1	2.7	-1.0	-0.5	4.9	1.5	1.1
CC(C)C(NC(=O)c1ccccc1)C(=O)NCC(c1ccccc1)N(C)C (stereo not given)	0.2	-0.3	-2.2	-1.5	0.7	0.3	-1.3	0.2	-0.8	-0.3	-5.0
CCCN(C(=O)CSc1ccccc1C(=O)O)C1CCS(=O)(=O)C1 (stereo not given)	1.1	0.0	-1.5	1.9	1.0	7.0	-0.5	-0.3	-1.0	-0.7	5.7
CCCCN(CCCNC(=O)C1CCN(S(=O)(=O)CC)CC1)c1ccccc1	0.6	0.0	1.0	-2.3	-0.8	-0.9	-2.0	0.9	-0.5	0.1	0.3
CC1(C)CC(n2c(=S)[nH]c3ccccc3c2=O)CCO1 (stereo not given)	2.7	-1.4	-1.5	-0.3	0.1	-8.7	-1.2	0.0	2.2	-0.3	4.9
COc1ccc(N2C(=O)c3n[nH]c(C)c3C2c2cccc(C(F)(F)F)c2)cc1 (stereo not given)	-4.0	1.0	·	1.3	·	-2.5	-0.6	-0.3	-19.2	0.0	-22.5
O=[N+]([O-])c1ccc(OCCN2CCNCC2)cc1	0.9	1.8	0.6	2.3	0.4	2.6	-0.3	0.2	1.2	-0.8	1.1
Cn1nnnc1NC(=O)c1ccccc1Cl	-0.6	0.4	1.9	0.1	1.9	-4.9	-1.2	0.3	1.2	-0.3	1.2
COc1cc(C=O)ccc1OCCOCCOc1c(C)cc(Cl)cc1Cl	-1.5	-1.9	1.3	0.5	-1.9	-18.1	-1.2	0.7	-1.6	-0.5	-10.6
O=S(=O)(c1cccs1)N1CCC(CO)(Cc2cccc(F)c2)CC1	0.8	-1.7	-0.1	-1.8	-0.7	-10.0	-1.7	0.0	-2.2	0.4	-5.2
COc1ccc(-c2ncc3ccccn23)cc1OC	-0.6	-0.3	4.3	1.6	-0.2	6.2	-1.1	-0.6	5.8	-0.3	-3.5
Cc1ccc(C)c(NC(=S)N2CCN(Cc3ccccc3)CC2)c1	0.0	-0.3	2.7	-1.1	2.3	3.1	-1.1	0.2	2.0	0.2	3.9
COc1ccc(N2CCN(C(=O)C(Cc3ccccc3)n3cccc3)CC2)cc1 (stereo not given)	0.9	1.5	1.0	-1.0	-0.7	-7.6	-1.2	-0.2	-4.8	-0.2	-2.1

Fetched by structure from the list above, seven records:
SMILES	SMARCA2 act	hcDAF12 agonist	GAA850 FXN act	hgDAF12 agonist	DAX1 inh-1	sPLA2-III inh	ssDAF12 agonist	proKLK7 act	NPR1 activator	DAX1 inh-2	GC-B act
O=C(C1CC2C=CC1C2)N1CCN(c2ccccc2)CC1 (stereo not given)	2.4	-0.1	1.3	-0.1	-3.1	5.7	-1.5	0.3	-2.5	0.4	2.7
Cc1ccc(C)c(NC(=S)N2CCN(Cc3ccccc3)CC2)c1	0.0	-0.3	2.7	-1.1	2.3	3.1	-1.1	0.2	2.0	0.2	3.9
COc1ccc(N2C(=O)c3n[nH]c(C)c3C2c2cccc(C(F)(F)F)c2)cc1 (stereo not given)	-4.0	1.0	·	1.3	·	-2.5	-0.6	-0.3	-19.2	0.0	-22.5
Cn1nnnc1NC(=O)c1ccccc1Cl	-0.6	0.4	1.9	0.1	1.9	-4.9	-1.2	0.3	1.2	-0.3	1.2
O=[N+]([O-])c1ccc(OCCN2CCNCC2)cc1	0.9	1.8	0.6	2.3	0.4	2.6	-0.3	0.2	1.2	-0.8	1.1
NS(=O)(=O)c1cc(Cl)c(NC(=O)COC(=O)c2ccccn2)c(Cl)c1	-3.4	0.3	-0.3	0.8	0.1	2.7	-1.0	-0.5	4.9	1.5	1.1
COc1cc(C=O)ccc1OCCOCCOc1c(C)cc(Cl)cc1Cl	-1.5	-1.9	1.3	0.5	-1.9	-18.1	-1.2	0.7	-1.6	-0.5	-10.6

More results
SMILES	SMARCA2 act	hcDAF12 agonist	GAA850 FXN act	hgDAF12 agonist	DAX1 inh-1	sPLA2-III inh	ssDAF12 agonist	proKLK7 act	NPR1 activator	DAX1 inh-2	GC-B act
COc1ccc(-c2nnc(SCC(=O)N3CCC(Cc4ccccc4)CC3)o2)cc1OC	0.4	-1.2	-1.9	-2.4	0.1	-0.9	-0.6	-0.6	3.3	0.6	-5.2
CCOc1cccc2cc(C(=O)N3CC(C)OC(C)C3)c(=O)oc12 (stereo not given)	0.7	-0.2	1.1	2.7	0.0	4.3	-1.6	-0.3	-3.0	0.1	1.2
CN(C)CCCOC(=O)COc1ccc(Br)cc1	-0.9	-0.1	0.9	0.2	-0.8	0.4	-1.0	0.3	-7.6	0.0	0.2
CC(C)CN1C(=O)c2ccc(C(=O)Nc3nccs3)cc2C1=O	1.0	-0.6	1.7	0.9	-0.4	-0.5	-0.9	0.1	2.6	0.2	4.9
CC(=O)Nc1ccc(/C=N/NC(=O)c2cccs2)cc1	0.8	2.5	7.6	9.0	1.7	5.3	-0.1	-0.7	-0.3	3.6	-2.2
CCC(=O)Nc1ccc(/C(C)=N\NC(=O)c2ccc(C)s2)cc1	-0.6	0.7	3.5	8.2	0.6	-5.9	-1.0	0.1	-2.2	1.0	-6.2
CCN1CCCc2cc(CN(CCN3CCOCC3)C(=S)Nc3cccc(Cl)c3)ccc21	-1.8	-1.1	-3.0	2.8	-2.3	3.8	-2.0	1.6	0.7	-1.0	-0.5
CC1CCN(S(=O)(=O)CCNC(=O)c2ccccc2)CC1	-1.0	-0.8	0.2	1.8	-0.5	1.0	-0.8	-0.4	0.8	-0.3	-5.1
COCCCNCC(=O)Nc1ccc(OC(F)(F)F)cc1	-1.8	0.4	-1.7	1.3	1.3	9.5	-0.8	-0.4	4.5	0.9	-3.2
COc1ccc(OC)c2sc(N3CCN(C(=O)c4ccc([N+](=O)[O-])s4)CC3)nc12	-3.8	-0.6	2.4	-1.7	0.6	9.2	-0.6	0.1	-3.0	-3.1	3.8
